# Pol beta inh: blocks human DNA polymerase beta activity | actives 1.3% (n = 340,000) | P06746 | Pol beta primer extension/strand displacement, fluorescence kinetic | AID 485314 | Potency, µM (doses to about 114 µM), inactives show at the highest dose activity change, negative = inhibition, hits mostly inhibitors; also: % is scaled to controls: 0 for no effect and ±100 for the full control effect
#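 Kinetic readout of DNA synthesis with strand displacement by Pol beta. Compound and 10 nM enzyme sit 15 min at room temperature; 50 nM substrate starts the reaction, read immediately and at 10 min.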
# Pol iota inh: DNA polymerase iota (human) inhibition | Q9UNA4 | Pol iota fluorescent replication assay, 10 min | Potency, µM (highest dose often 115 µM), inactives show at the highest dose activity, negative = inhibition, hits mostly inhibitors | actives 1% (n = 390,000)
#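 Fluorescent replication assay read twice, at 0 min and 10 min after adding 50 nM (final) substrate. Enzyme (10 nM) and compounds were first incubated 15 min at room temperature; enzyme-free buffer wells were negative controls.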
# APE1 inh: APE1 (human) endonuclease inhibition; recombinant APE1, TAMRA/BHQ-2 abasic DNA cleavage fluorescence; Potency, µM (top dose mostly 65.8 µM), inactives show at the highest dose activity change, negative = inhibition, most hits filed as inhibitors; actives 0.35% (n = 350,000);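 also: plate controls were vehicle for no effect and reference inhibitor for full effect; nearly all actives have a fitted effect of over 55% in size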
#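 Incision of a quenched TAMRA/BHQ-2 THF abasic-site duplex (50 nM) by 0.75 nM APE1, after 15 min compound preincubation, measured as fluorescence increase over three 60 s reads. Values normalized to buffer, DMSO and NSC13755 control wells.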
# BAZ2B block: inhibitors of human BAZ2B bromodomain; actives 4.4% (n = 360,000); AlphaScreen BAZ2B-H3K14Ac peptide displacement; Potency, µM (titrated, usually from 114 µM), inactives show at the top dose activity change, negative = inhibition, usual class: inhibitors; Q9UIF8; also: % is scaled to controls: 0 for no effect and ±100 for the full control effect; nearly all actives have a fitted effect of over 60% in size
#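 Inhibition is scored as reduced AlphaScreen emission. The BAZ2B/b-H3(5-23)K14Ac complex (50 nM each) in PBS pH 7.4, 0.01% Tween-20 meets compound (up to 110 uM) for 30 min at RT before bead addition.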
# Pol eta inh: DNA polymerase eta (human) inhibition; Q9Y253; recombinant Pol eta, fluorescent DNA replication assay; Potency, µM (highest dose often 114 µM), inactives show at the top dose activity change, negative = inhibition, actives largely listed as inhibitors; actives 1.2% (n = 390,000); AID 588591; also: % is scaled to controls: 0 for no effect and ±100 for the full control effect
#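 Fluorescent replication assay: 50 nM final substrate added after a 15 min room-temperature compound preincubation with 10 nM enzyme. Signal taken at 0 min and again at 10 min.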
# POLK inh: blocks human DNA polymerase kappa activity | Potency, µM (top dose mostly 107 µM), for inactives: at the highest dose activity, negative = inhibition, hits mostly inhibitors | actives 0.53% (n = 400,000) | purified Pol kappa, fluorescent DNA synthesis assay, 10 min | Q9UBT6 | AID 588579; also: % is scaled to controls: 0 for no effect and ±100 for the full control effect
#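 10 nM Pol kappa was preincubated with compounds for 15 min at room temperature. Reaction started with 50 nM (final) substrate. Fluorescence read kinetically at 0 and 10 min.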
# G9a inh: blocks human histone lysine methyltransferase G9a; Q96KQ7; G9a H3K9 monomethylation, AlphaScreen, 2 h; Potency, µM (series often up to 102 µM), without a hit: at the highest dose activity, negative = inhibition, actives largely listed as inhibitors; actives 8.8% (n = 350,000); also: % is scaled to controls: 0 for no effect and ±100 for the full control effect; nearly all actives have a fitted effect of over 75% in size
#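 Chemiluminescent proximity detection of H3K9 monomethylation, read after 10 min bead incubation in the dark. Reaction: 20 nM G9a, 500 nM biotin-H3K9 peptide, 20 uM SAM cofactor, 2 h, room temperature, following 15 min enzyme-compound preincubation.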
# JMJD2A Tudor: inhibitors of human JMJD2A Tudor domain; O75164; AlphaScreen JMJD2A-Tudor / H3K4me3 peptide binding; Potency, µM (series often up to 114 µM), for inactives: at the top dose activity change, negative = inhibition, usual class: inhibitors; actives 4.4% (n = 390,000); AID 504339; also: % is scaled to controls: 0 for no effect and ±100 for the full control effect; nearly all actives have a fitted effect of over 50% in size
# Target sequence (O75164 whole entry, looked up, the tested form may be a part): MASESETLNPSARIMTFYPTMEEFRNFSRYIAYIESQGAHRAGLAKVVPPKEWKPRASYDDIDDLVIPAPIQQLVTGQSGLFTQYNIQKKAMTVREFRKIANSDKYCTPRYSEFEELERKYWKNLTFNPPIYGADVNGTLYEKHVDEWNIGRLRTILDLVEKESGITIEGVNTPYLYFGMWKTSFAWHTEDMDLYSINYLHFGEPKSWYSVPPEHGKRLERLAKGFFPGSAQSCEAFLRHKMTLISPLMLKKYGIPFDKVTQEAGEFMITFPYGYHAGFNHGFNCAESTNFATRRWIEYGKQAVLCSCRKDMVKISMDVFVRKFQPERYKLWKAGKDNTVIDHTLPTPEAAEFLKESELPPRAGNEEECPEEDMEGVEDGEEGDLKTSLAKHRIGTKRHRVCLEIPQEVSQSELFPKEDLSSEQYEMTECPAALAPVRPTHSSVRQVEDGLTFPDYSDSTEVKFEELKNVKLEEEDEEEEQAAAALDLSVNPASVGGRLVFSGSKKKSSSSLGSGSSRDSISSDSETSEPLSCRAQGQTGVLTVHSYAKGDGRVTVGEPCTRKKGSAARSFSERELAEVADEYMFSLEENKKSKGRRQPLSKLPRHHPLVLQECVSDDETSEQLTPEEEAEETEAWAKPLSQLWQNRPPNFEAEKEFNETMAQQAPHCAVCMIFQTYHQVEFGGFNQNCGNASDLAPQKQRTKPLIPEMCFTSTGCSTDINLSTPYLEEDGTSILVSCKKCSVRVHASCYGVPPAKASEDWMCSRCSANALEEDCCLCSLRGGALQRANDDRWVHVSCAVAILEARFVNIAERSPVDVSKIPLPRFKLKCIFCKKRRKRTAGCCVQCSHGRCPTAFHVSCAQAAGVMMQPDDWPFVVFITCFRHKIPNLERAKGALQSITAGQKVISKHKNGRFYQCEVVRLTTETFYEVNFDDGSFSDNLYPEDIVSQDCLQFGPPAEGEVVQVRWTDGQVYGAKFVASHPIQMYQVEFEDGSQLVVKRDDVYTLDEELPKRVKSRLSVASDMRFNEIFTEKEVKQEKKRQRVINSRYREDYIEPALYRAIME
# BLM helicase inh: blocks DNA unwinding by human BLM helicase; recombinant BLM DNA unwinding, fluorescence dequenching; Potency, µM (highest dose often 56.1 µM), for inactives: at the top dose activity change, negative = inhibition, most hits filed as inhibitors; actives 0.2% (n = 350,000); AID 2528;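 also: plate controls were vehicle for no effect and no enzyme for full effect; nearly all actives have a fitted effect of over 35% in size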
# The depositor's hits bear a star; ? = inconclusive; . = not tested or not shown; & = joins results of further samples; [ ] = remark or other dose. Calls follow the shape of the dose curve; as a rule, active = well fitted curve in the direction sought with a large enough effect; inconclusive = small, poorly fitted or top-dose-only effect, or another doubt; inactive = no such curve, though single readings can be large; an effect the other way counts as inactive or inconclusive. Potency is read from the fitted curve at half-maximal effect. Some of the compounds tested; rates above refer to the full screens.
1: COc1ccc(C(=O)Nc2cccc(C(=O)NCc3ccco3)c2)cc1
2: COc1ccc(S(=O)(=O)Nc2nc3c(s2)C(=O)CC(C)(C)C3)cc1
3: CN(C)/C=C/c1c([N+](=O)[O-])c2ccc(O)cc2n1-c1ccccc1
4: CCN(C(=O)c1ccncc1)c1c(N)n(Cc2ccccc2)c(=O)[nH]c1=O
5: COc1cc(CN2CCCC(N3CCN(c4ccccc4C)CC3)C2)ccc1O (stereo not given)
6: Cc1csc(C(C#N)C(=O)c2ccc(S(=O)(=O)N3CCCC3)cc2)n1 (stereo not given)
7: CCOC(=O)c1c(NC(=O)COC(=O)c2cnccn2)sc(C(=O)NC)c1C
8: Cc1ccc(-c2cc(=O)[nH][nH]2)c(C)c1
9: CC(C)c1ccc(S(=O)(=O)N2CCN(C(=O)Cc3ccsc3)CC2)cc1
10: CCN(CC(=O)NCc1cccs1)C(=O)c1ccc(S(=O)(=O)Nc2ccccc2F)cc1

assay / compound,1,2,3,4,5,6,7,8,9,10
Pol beta inh,19%,-2%,-4%,.,7%,12%,.,0%,.,.
Pol iota inh,142%[activator],-5%,31%[activator],25%,58%[activator],?,35%[activator],?,-5%,9%
APE1 inh,-3%,69%[activator][12.4 µM],9%,1%,31%,-2%,0%,-7%,40%,6%
BAZ2B block,-17%,22%,35µM*,-4%,-27%,8%,-6%,-5%,-34%,10%
Pol eta inh,-16%,9%,-7%,-18%,-22%,8%,-10%,-14%,-23%,-1%
POLK inh,-9%,-8%,4%,-4%,-3%,-3%,3%,5%,0%,-12%
G9a inh,-32%,-30%[59 µM],.,?,-41%,-28%[59 µM],8%[0.501 µM],-7%[59 µM],?,-3%
JMJD2A Tudor,-17%,-6%,?,-6%,-21%,?,-14%,-19%,-8%,-14%
BLM helicase inh,-2%,-2%,-13%,.,2%,-1%,.,-1%,.,.

# Reprinted from the part before: two compounds; new compounds follow.
9: CC(C)c1ccc(S(=O)(=O)N2CCN(C(=O)Cc3ccsc3)CC2)cc1
10: CCN(CC(=O)NCc1cccs1)C(=O)c1ccc(S(=O)(=O)Nc2ccccc2F)cc1
11: Cc1ccc(S(=O)(=O)N2CCC(C(=O)NCc3ccccc3CN3CCCC3)CC2)cc1
12: O=C1c2ccccc2C(Nc2ccc3c(c2)OCCO3)N1c1ccc(Cl)cn1 (stereo not given)
13: CCCC(=O)C1=C(O)C(C(=O)OC)C(C)(C)CC1=Nc1cccc([N+](=O)[O-])c1 (stereo not given)
14: O=C(CCC(=O)N1CCN(c2ccc(O)cc2)CC1)c1cccs1
15: COCCNC(=O)c1cn(C)c2ccc(S(=O)(=O)N3CCCCC3)cc2c1=O
16: COc1ccccc1OCC(=O)Nc1cc(NC(=O)COc2ccccc2OC)cc(C(=O)O)c1
17: COC(=O)c1ccc(COc2ccccc2OC)o1
18: CC1=C(C(=O)Nc2ccc(C)cc2C)C(c2ccccc2)n2ncc(C(=O)Nc3ccccc3)c2N1 (stereo not given)
19: CC(C)c1ccc(NC(=O)c2cc3c(=O)n(C)c4ccccc4c3n2C)cc1
20: CC(C)Oc1ccc(S(=O)(=O)N2CCOCC2)cc1NC(=O)C1CCC1

assay / compound,9,10,11,12,13,14,15,16,17,18,19,20
Pol beta inh,.,.,.,-3%,32%,?,15%,-3%,-18%,11%,7%,.
Pol iota inh,-5%,9%,-7%,8%,16%,71µM*,-10%,197%[activator],12%,38%[activator],32%[activator],15%
APE1 inh,40%,6%,14%,-3%,22%,?,23%,-7%,-3%,.,-3%,25%
BAZ2B block,-34%,10%,.,40µM*,-7%,-29%,-18%,-10%,15%,-4%,-11%,4%
Pol eta inh,-23%,-1%,-9%,-17%,-8%,-21%,-1%,-7%,1%,-1%,-19%,-17%
POLK inh,0%,-12%,-5%,5%,-16%,-12%,1%,-11%,-6%,1%,1%,-21%
G9a inh,?,-3%,.,45µM*,20%[0.501 µM],13µM*,-7%,4%,8%,-10%[59 µM],6%,?
JMJD2A Tudor,-8%,-14%,-13%,?,-30%,-11%,-24%,-24%,0%,-15%,-12%,-1%
BLM helicase inh,.,.,.,-11%,-6%,-12%,2%,-2%,-3%,-11%,-9%,.

21: COc1ccc(/C=C/C(=O)N2CCC(C(N)=O)CC2)cc1S(=O)(=O)N1CCOCC1
22: Cc1ccc2[nH]cc(C(c3ccccc3)c3ccc(Cl)s3)c2c1 (stereo not given)
23: CC1CN(C(=O)c2cccc(S(=O)(=O)NCc3ccccc3)c2)CC(C)O1 (stereo not given)
24: CCS(=O)(=O)c1nc2ccccc2n1CC(=O)Nc1ccccc1C(=O)OC
25: CCCCN(CCCC)CC(O)Cn1cc(/C=C/C(=O)c2ccccc2)c2ccccc21 (stereo not given)
26: CN(C)CCCN1C(=O)c2cccc3c(Br)ccc(c23)C1=O
27: NCCNc1cc(N2CCCC2)ccc1[N+](=O)[O-]
28: Cc1ccc(NC(=O)Cc2nnc(SCC(=O)NC3CCCC3)n2C)cc1C
29: O=C(Nc1nccs1)c1ccc(Br)cc1
30: O=C(Nc1cc([N+](=O)[O-])ccc1F)C1CC1

assay / compound,21,22,23,24,25,26,27,28,29,30
Pol beta inh,-3%,-1%,.,3%,38%,?,-28%,3%,69%,-15%
Pol iota inh,83%[activator],26%,-8%,3%,14%,?,12%,14%,-2%,-1%
APE1 inh,-2%,.,-5%,.,.,-5%,-6%,34%,22%,1%
BAZ2B block,3%,-33%,12%,-7%,-26%,?,-26%,-2%,2%,-6%
Pol eta inh,3%,-19%,7%,-12%,-13%,-2%,4%,-11%,?,-13%
POLK inh,0%,-18%,6%,-28%,2%,-6%,-3%,2%,5%,-12%
G9a inh,24%,-17%[59 µM],10%[12.7 µM],-2%[59 µM],?,-47%[59 µM],-2%,15%,-6%,14%[59 µM]
JMJD2A Tudor,-11%,-26%,-12%,-12%,?,-19%,-30%,-20%,-9%,1%
BLM helicase inh,0%,-16%,.,-2%,-7%,88%[activator],-1%,-5%,-3%,0%

31: O=C(Nc1ccc(O)c(-c2nc3ccccc3o2)c1)C1(c2ccc(Cl)cc2)CCCC1
32: Cc1cc(C)cc(CSCC(=O)N/N=C/c2ccc(OCC(=O)NCc3ccco3)cc2)c1
33: C=CCN1CCN(C(=O)CCCc2ccccc2)CC1
34: C[C@@H](C(=O)CC(=O)OC(C)(C)C)[C@@H](O)c1c(F)cccc1Cl
35: COc1ccccc1NS(=O)(=O)c1cccc(C(=O)NCC(c2ccccc2OC)N2CCCC2)c1 (stereo not given)
36: COc1ccc(OCC(=O)NNC(=S)NC(=O)C2CC2)cc1
37: Cc1cccc(NC(=O)c2nc(S(=O)(=O)Cc3ccccc3)ncc2Cl)c1
38: CCOc1ccc(/C=C2\SC(=S)N(Nc3ccccc3)C2=O)cc1OC
39: O=C(NC1CCN(Cc2ccccc2)CC1)c1ccc(N2CC3CC(C2)c2cccc(=O)n2C3)c([N+](=O)[O-])c1 (stereo not given)
40: CCOc1cc(/C=N/NC(=O)c2cccnc2)ccc1OCC(=O)N(C)C

assay / compound,31,32,33,34,35,36,37,38,39,40
Pol beta inh,5%,25µM*,33%,4%,.,29%,1%,23%,5%,-23%
Pol iota inh,18%,?,11%,-6%&-11%,18%,8%,36%[activator],3%,80%[activator],65%[activator]
APE1 inh,4%,-6%,-2%,1%&-1%,45%[activator],58%[activator],36%,4%,5%,-1%
BAZ2B block,70%[activator],-10%,-2%,14%[57.1 µM],?,-1%,-35%,?,-38%,-10%
Pol eta inh,-16%,-22%,-2%,-10%,-10%,-6%,0%,-9%,-5%,8%
POLK inh,-17%,-13%,3%,3%&-5%,-1%,4%,-1%,-12%,-9%,-7%
G9a inh,117%[activator][59 µM],7%,.,.,?,20µM*,40µM*,7.1µM*,4%,-36%
JMJD2A Tudor,17%,?,-8%,-26%&-10%,-25%,-18%,-35%,?,-10%,-14%
BLM helicase inh,-8%,-7%,4%,-3%&-17%,.,2%,-4%,-4%,0%,2%

# 2 consecutive records already listed, quoted:
1: COc1ccc(C(=O)Nc2cccc(C(=O)NCc3ccco3)c2)cc1
2: COc1ccc(S(=O)(=O)Nc2nc3c(s2)C(=O)CC(C)(C)C3)cc1

assay / compound,1,2
Pol beta inh,19%,-2%
Pol iota inh,142%[activator],-5%
APE1 inh,-3%,69%[activator][12.4 µM]
BAZ2B block,-17%,22%
Pol eta inh,-16%,9%
POLK inh,-9%,-8%
G9a inh,-32%,-30%[59 µM]
JMJD2A Tudor,-17%,-6%
BLM helicase inh,-2%,-2%

# The listing continues:
41: Cc1cccc(NS(=O)(=O)c2ccc(-c3ccc(=O)[nH]n3)o2)c1
42: COc1ccc(Cl)cc1NC(=S)NCCC(c1ccccc1)c1ccccc1
43: Cc1ccccc1CN1c2ccccc2-c2nc(SCC(=O)c3ccc(Cl)cc3)ncc2S1(=O)=O
44: O=C1c2ccccc2C(=O)N1OCc1c(F)cccc1Cl
45: NNC(=O)C1CC1c1ccc(Cl)cc1 (stereo not given)
46: Cc1c(C(=O)N2CCC(C)CC2)c(S(=O)(=O)NCc2ccc(Cl)cc2)c(C)n1C
47: Cc1cc(C)c(OCC(=O)NCC(C)(C)N2CCOCC2)c(C)c1

assay / compound,41,42,43,44,45,46,47
Pol beta inh,36%,2%,33%,-2%,12%,3%,.
Pol iota inh,31%[activator],13%,29%,-5%,10%,11%,34%[activator]
APE1 inh,43%[activator],-7%,.,7%,3%,.,10%
BAZ2B block,-8%,-5%,2%,-5%,-9%,?,9%
Pol eta inh,-14%,-14%,-20%,6%,-5%,-17%,-22%
POLK inh,-16%,1%,-1%,-9%,-15%,0%[60.1 µM],8%
G9a inh,-21%,0%[59 µM],1%[59 µM],19%[59 µM],-1%,31%[59 µM],7%
JMJD2A Tudor,-17%,-18%,-4%,-8%,-11%,-14%,-5%
BLM helicase inh,-1%,-8%,-2%,-2%,-13%,1%,.

# Screening data: PubChem, National Center for Advancing Translational Sciences (NCATS)
